# Source: PubChem (Sanford-Burnham Center for Chemical Genomics)
# Lipid droplet: modulators of hepatic lipid droplet formation. AML12 mouse hepatocytes, oleate lipid droplets, BODIPY imaging. inhibition, % at 6.5 µM. 0.4% of 240,000 active. AID 1656;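 active = lipid droplet intensity inhibited by at least 50%, with more than 500 cells counted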
#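 Test system: AML12 hepatocytes (mouse); reagent: oleate loading, 100 µM; dosing: one dose, 6.5 µM compound; incubation: overnight exposure; signal: fluorescence imaging, 20x objective, two fields per well; read-out basis: % inhibition of corrected integrated BODIPY droplet signal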
# Lipid droplet cells 6.5 µM: second read-out of Lipid droplet, no call of its own (marks repeat the call); cell count; measured here: cell count, cytotoxicity flag;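 cells counted across two imaged fields per well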
# Active calls of the source: *.
SMILES,Lipid droplet,Lipid droplet cells 6.5 µM
CCNC(=S)N(CCCN(C)C)Cc1cc2cc3c(cc2[nH]c1=O)OCCO3,-11,701
O=C(N/N=C/c1c[nH]c2ccccc12)c1cc(Cl)ccc1O,-34,728
Cc1ccccc1NC(=S)N1CCN(c2ccccc2)CC1,-3,777
COc1ccc(C(=O)O/N=C(\N)Cc2cccs2)cc1OC,-2,660
CCc1nnc(NC(=O)CCc2ccccc2OC)s1,12,787
O=C1[C@H](O)[C@@H](O)C(=O)N1Cc1ccccc1,-3,825
COc1ccc(NC(C)=O)cc1CNC(=O)CN1CCOCC1,8,823
Cc1ccc(C)c(NC(=O)CSc2nnc(C3CCCCC3)o2)c1,22,764
Cc1cnc(=O)[nH]c1SCC(=O)c1ccc(F)cc1,-2,697
CCc1nc(SCC(=O)O)c2c3c(sc2n1)COC(C)(C)C3,6,833
Cc1ccc(OCC(=O)N/N=C/c2cccnc2)cc1,-1,628
CC(Oc1ccccc1)C(=O)N=C1SC2CS(=O)(=O)CC2N1Cc1ccc(F)cc1 (configuration not stated),1,710
Cc1cccc(NC(=O)CC(C)S(=O)(=O)c2ccc3c(c2)NC(=O)CO3)c1C (configuration not stated),15,741
C=C(C)n1c(=O)n(Cc2ccccc2C)c2ccccc21,-10,416
COc1cccc(OC)c1C(=O)Nc1ccc(N2CCCC2)cc1,0,830
CCCc1ccc(S(=O)(=O)N/N=C\c2ccc3c(c2)OCO3)cc1,-4,872
O=C1c2cccnc2C(=O)N1c1cccc([N+](=O)[O-])c1,-13,875
CCn1ccnc1CN(C)C(=O)c1cc(COc2ccc(Cl)cc2OC)on1,-12,582
Cc1c(CC(=O)NCC(=O)O)c(=O)oc2cc3occ(-c4ccccc4)c3cc12,11,806
COc1ccc(CNC(=O)CN2C(=O)COc3ccc(S(=O)(=O)N4CCOCC4)cc32)cc1,-11,760
O=C(O)c1cccnc1Sc1ccc(Br)cc1,8,831
O=C(COc1ccc([N+](=O)[O-])cc1)Nc1cccc2nsnc12,7,856
CN(CCCC(=O)N1CCCC(C(N)=O)C1)S(=O)(=O)c1ccc(F)cc1 (configuration not stated),1,856
COc1ccccc1N1CCN(c2ncnc3sc(C(=O)NCC4CCCO4)c(C)c23)CC1 (configuration not stated),-8,613
O=C(Oc1ccc2ccc(=O)oc2c1)c1ccc([N+](=O)[O-])cc1,-6,807

# Next compounds.
SMILES,Lipid droplet,Lipid droplet cells 6.5 µM
Cc1nn(-c2ccccc2)c(C)c1C(=O)NCc1ccccc1F,-3,789
COc1ccc(C(=O)Nn2c(C)nc3ccccc3c2=O)c(OC)c1,-2,814
O=C(C1CCC(=O)N(C2CCCC2)C1)N1CCN(Cc2cccc(Cl)c2)CC1 (configuration not stated),-19,616
Cc1ccccc1S(=O)(=O)Cc1ccc(C(=O)NCCN(CC(C)C)CC(C)C)o1,4,429
COc1cc(NC(=O)c2sc3ncn(CC(=O)N4CCCCC4)c(=O)c3c2C)cc(OC)c1OC,-15,820
CC(=O)c1ccc(N2C(=NC(=O)C3CCCCC3)SC3CS(=O)(=O)CC32)cc1 (configuration not stated),-5,666
CN(C)c1ccc(N=Nc2ccccc2Br)cc1,67*,811*
COCC(C)NC(=O)c1cc2c(ccc3ccccc32)oc1=O (configuration not stated),-2,772
Nc1ccc2nc(-c3ccccc3)c(-c3ccccc3)nc2c1,-14,655
CCCc1ccccc1OCCNS(=O)(=O)c1cc2c(cc1C)OCC(=O)N2,-50,703
O=C(NCCCN1CCOCC1)C(=O)NCC1OCCN1S(=O)(=O)c1ccc(Br)cc1 (configuration not stated),-11,838
CCOC(=O)C1CCN(S(=O)(=O)c2c(C)[nH]c(C)c2C(=O)N2CCCC2)CC1,11,797
O=C(CCc1nc(-c2ccc(Cl)cc2)no1)NC1CCCCC1,7,869
COc1ccccc1C(=O)Nc1ccc(NC(=O)c2ccco2)cn1,-5,849
O=C(CN1C(=O)c2cccnc2Oc2ccc(Cl)cc21)Nc1ccccc1F,-21,810
CCN1CCN(C(=O)CCc2nnc3ccc(N4CCC5(CC4)OCCO5)nn23)CC1,-16,758
COc1ccc(-n2c(C)c(C)c3c(NCCCO)ncnc32)cc1,-3,808
Cc1nc(CN(C)C(=O)CC2C(=O)NCCN2Cc2ccc(-c3ccccc3)cc2)cs1 (configuration not stated),-2,670
Cc1nn(Cc2noc(C(=O)NCCCn3ccnc3)n2)c(C)c1Br,-18,797
C=CCn1c(CC(=O)Nc2ccc(C)cc2C)nnc1SCC(=O)N1CCOCC1,-16,675
COc1cccc(NC(=O)C(C)OC(=O)CCCNC(=O)c2ccc(Cl)cc2)c1 (configuration not stated),-14,686
CCOC(=O)CNC(=O)CSc1nc(Cc2ccccc2)nc2ccccc12,-3,805
CC(C)NC(=O)CCN1C(=O)c2ccccc2Sc2ncccc21,4,837
COCC(=O)Nc1ccc(S(=O)(=O)N2CCCC2)cc1,-1,383
Cc1ccc(C(=O)Nc2sc3c(c2C(=O)O)CCCC3)o1,-2,660

# Next section
SMILES,Lipid droplet,Lipid droplet cells 6.5 µM
O=C(CNC(=O)c1ccccc1F)N/N=C/c1cccnc1,-16,710
COc1ccccc1CN1CCC(CNS(=O)(=O)c2cc(-c3cc(C)no3)ccc2OC)CC1,-28,730
COc1ccc(-n2ccc(=O)c(C(=O)O)n2)c(OC)c1,9,823
Cc1ccc(C)c(NC(=O)C2CCCN(S(=O)(=O)c3c(C)noc3/C=C/N(C)C)C2)c1 (configuration not stated),18,607
CCOC(=O)N1CCN(C(=O)c2oc3ccc(S(=O)(=O)N(CC)CC)cc3c2C)CC1,2,668
Cc1ccc(C(=O)Nc2ccc(OCc3ccccc3)cc2)s1,16,814
O=C(Cn1c(=O)oc2ccccc21)Nc1ccc(F)c(F)c1,-5,776
CCOCc1cc(CN2CCC(n3nccc3NC(=O)C3CC3)CC2)ccc1OC,8,867
Cc1ccccc1S(=O)(=O)Cc1ccc(C(=O)NCCc2ccccc2)o1,8,666
O=C(COc1ccccc1)Nc1ccncc1Cl,19,887
CC(=O)N1c2ccc(S(=O)(=O)NCC3CCC(C(=O)Nc4cc(C)ccn4)CC3)cc2CC1C (configuration not stated),4,655
COc1ccc(OC)c(CCNC(=O)CCc2nnc3ccc(N4CCCCC4)nn23)c1,9,686
Cc1cc(CNC(=O)C2CCC(=O)N(CCc3cccc(F)c3)C2)on1 (configuration not stated),-1,700
Cc1ccnc(NCc2ccccc2O)c1,-11,754
Cc1ccc(S(=O)(=O)N2CCC(C(=O)NC3CC(C)(C)NC(C)(C)C3)CC2)cc1C,-2,861
COc1ccc(C(=O)N2CCNC(=O)C2CC(=O)Nc2ccc(C)c(C)c2)cc1 (configuration not stated),-6,658
C=C1CCC[C@]2(C)C[C@H]3OC(=O)C(CN[C@@H](C)c4ccccc4)[C@H]3CC12 (some centres not stated),3,706
CCC(C)c1ccc(NC(=O)N2CCOCC2)cc1 (configuration not stated),11,781
COCCNC(=O)c1ccc2c(c1)ncn2-c1cccc(C)c1,-14,739
Cc1cccc(OCCOC(=O)c2c(-c3ccccc3)noc2C)c1,-7,857
CC(C)(C)OC(=O)COc1ccc(/C=N/NC(=O)CN2CCCCC2)cc1,0,812
O=C1CCc2cc(S(=O)(=O)NCCC(=O)NC3CCCCC3)ccc2N1,-6,695
Cc1cc(N2CCN(C(=O)Nc3ccccc3C#N)CC2)c2ccccc2n1,0,856
CCCCCCC(CC(=O)NCc1cccnc1)CC(=O)NCc1cccnc1,16,880
OCc1ccc(OCCCOc2cccc3cccnc23)cc1,-1,806

# (further entries)
SMILES,Lipid droplet,Lipid droplet cells 6.5 µM
O=C(Oc1ccccc1)N1CCN(c2ccccc2F)CC1,10,856
COc1ccc(-c2cc3c(=O)n(CC(=O)Nc4cccc(Cl)c4)ncn3n2)cc1,-15,631
CCOc1ccc(NC(=O)C(=O)NCCN2CCN(C(=O)c3ccc(C)cc3)CC2)cc1,-2,816
CCc1nnc(N/N=C/c2cc(Br)c(O)cc2O)n1N,2,819
O=C1CCCN1CCC(=O)N1CCCC(CO)(Cc2ccccc2)C1 (configuration not stated),0,728
CC(=O)Nc1ccc(S(=O)(=O)N(C)CC(=O)OCCOc2cccc(C)c2)cc1,14,804
COCC(=O)N1CCC(Oc2ccc(C(=O)N3CCN(C)C[C@@H]3C(C)C)cc2)CC1,-1,679
Cn1ncc(Cl)c1C(=O)Nc1ccc2c(c1)OCO2,17,791
COCCN(C(=O)CSCc1ccccc1)c1c(N)n(Cc2ccccc2)c(=O)[nH]c1=O,-21,591
Fc1ccc(CN2CCN(c3ncccn3)CC2)c(F)c1,-1,786
Cn1c(=O)n(C)c2cc(NS(=O)(=O)c3ccccc3)ccc21,14,858
COc1ccccc1CCNC(=O)C(=O)NCC1OCCN1S(=O)(=O)c1cccs1 (configuration not stated),-20,653
CC1CN(CCOc2ccc(Cl)c(Cl)c2)CC(C)O1 (configuration not stated),-3,793
CCOC(=O)N1CCN(C(=O)/C=C/c2ccc(OC)c(OC)c2)CC1,0,860
COc1ccc(Cc2nnc(NC(=O)CS(=O)(=O)c3ccccc3)s2)cc1OC,-8,788
Cc1ccc(-c2nnc(NC(=O)c3ccco3)s2)cc1,14,601
COCC1CCCCN1C(=O)c1cc(COc2ccc3ncccc3c2)on1 (configuration not stated),-48,643
COc1ccc(C2CC(c3ccccc3)=NN2c2ccc(C(N)=O)cc2)cc1 (configuration not stated),-10,745
Cc1ccc(CSCC(=O)Nc2ccccc2C(=O)O)cc1,-4,803
O=C(Nc1cccc(NC(=O)c2ccco2)c1)c1ccccc1,12,802
CC(C)(C)C(=O)N1CCN(c2nc3ccc(Br)cc3s2)CC1,4,692
Cc1c(Cl)cccc1NC(=S)NCCc1ccc(F)cc1,-18,805
CSc1ccc(CCNC(=O)CN2C(=O)c3cccnc3Oc3ccc(C)cc32)cc1,-20,742
O=C(O)c1ccc(NS(=O)(=O)c2ccc(Cl)c(C(=O)Nc3ccccc3[N+](=O)[O-])c2)cc1,-17,778
Cc1cccc(C)c1NC(=O)c1cccc2c1C(=O)N(C1CCCCC1)C2,23,686

# New compounds follow
SMILES,Lipid droplet,Lipid droplet cells 6.5 µM
Cc1ccccc1OCc1ccc(C(=O)N2CC(C)OC(C)C2)o1 (configuration not stated),-6,755
COc1cccc(CC(NC(C)=O)C(=O)NC2CCN(C(=O)c3ccc(Cl)cc3)CC2)c1 (configuration not stated),12,762
O=C(CCCC(=O)OCC(=O)c1ccc(Cl)cc1)NC1CCCCC1,14,858
CNC(=S)N1CCC(NC(=O)C(Cc2ccc(OC)cc2)NC(C)=O)CC1 (configuration not stated),10,802
CN([C@@H](C(=O)OC(C)(C)C)c1ccccc1)S(=O)(=O)c1cccc(S(=O)(=O)N(C)[C@@H](C(=O)OC(C)(C)C)c2ccccc2)c1,-18,776
COc1cccc(OCCOc2ccc(/C=C3/SC(=S)NC3=O)cc2)c1,4,828
COc1cccc(CCC(=O)N(C)C2CCCN(Cc3ccccc3F)C2)c1 (configuration not stated),-23,758
COc1cc(C(=O)N/C(=C/c2ccc(F)cc2)C(=O)NC(C(=O)O)c2ccccc2)cc(OC)c1OC (configuration not stated),3,426
CCC(=O)N1CCN(c2ccc(NC(=O)c3ccc(N4CCOCC4)c([N+](=O)[O-])c3)cc2)CC1,0,807
COc1cccc(C(=O)Nc2ccccc2C(=O)NC2CC2)c1,5,747
CC(=O)Nc1nc2c(ccc3ccccc32)s1,9,786
CC(=O)N1c2ccc(S(=O)(=O)N3CCCCC3)cc2CC1C(=O)NCc1ccccc1C (configuration not stated),-1,719
Cc1ccccc1CSCC(=O)NNC(=S)NCC1CCCO1 (configuration not stated),-32,709
O=C(COc1ccccc1)N1CCCCCCC1,-5,840
COc1ccc(Nc2cc(C)nc3c(C)cccc23)cc1OC,-2,854
COc1ccc(C(C)=O)cc1Cn1nnc(-c2ccccc2Br)n1,-11,829
O=C(CCCc1ccccc1)c1ccccc1,-9,732
O=C(CCCCCN1C(=O)[C@@H]2Cc3ccccc3CN2C1=O)Nc1ccccc1F,-2,666

# Some of the compounds tested, so the mix of outcomes need not match the whole.
